Screens as filed in PubChem BioAssay.
FEN1 inh: qHTS Assay for the Inhibitors of Human Flap endonuclease 1 (FEN1). Recombinant FEN1 flap cleavage, fluorescence, 15 min. hit rate 0.35% among 390,000. AID 588795, 2011. Potency, µM (top dose mostly 114 µM), for inactives: top-dose activity change, negative = inhibition, actives largely listed as inhibitors; further: nearly all actives have a fitted effect of over 65% in size
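FEN1 at 10 nM, compound pretreatment for 15 min (room temperature), 50 nM final substrate to initiate; endpoint reads at 0 and 15 min; DMSO-only plates used as vehicle background.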
TDP1 cell CPT: qHTS for Inhibitors of human tyrosyl-DNA phosphodiesterase 1 (TDP1): qHTS in cells in presence of CPT; Potency, µM (highest dose often 46.2 µM), inactives show top-dose activity change, negative = growth inhibition, usual class: inhibitors; hit rate 12% among 420,000; AID 686979, 2013; chicken DT40 Tdp1-/-;hTDP1 cells + 20 nM CPT, ATP luminescence, 48 h; further: nearly all actives have a fitted effect of over 55% in size
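Chicken DT40 Tdp1-/- cells stably complemented with human TDP1 were seeded at 400 cells/well in medium containing 20 nM camptothecin, exposed to pin-transferred compounds, and grown at 37 °C for at least 48 hr. Viability was read as ATP luminescence.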
KAT2A inh: qHTS Assay for Inhibitors of GCN5L2; GCN5L2 HAT assay, ThioGlo1 CoA-SH fluorescence; Histone acetyltransferase KAT2A (Homo sapiens), Q92830; hit rate 0.21% among 390,000; Potency, µM (highest dose often 58.9 µM), inactives show top-dose activity change, negative = inhibition, hits mostly inhibitors
Target sequence (Q92830 whole entry, looked up): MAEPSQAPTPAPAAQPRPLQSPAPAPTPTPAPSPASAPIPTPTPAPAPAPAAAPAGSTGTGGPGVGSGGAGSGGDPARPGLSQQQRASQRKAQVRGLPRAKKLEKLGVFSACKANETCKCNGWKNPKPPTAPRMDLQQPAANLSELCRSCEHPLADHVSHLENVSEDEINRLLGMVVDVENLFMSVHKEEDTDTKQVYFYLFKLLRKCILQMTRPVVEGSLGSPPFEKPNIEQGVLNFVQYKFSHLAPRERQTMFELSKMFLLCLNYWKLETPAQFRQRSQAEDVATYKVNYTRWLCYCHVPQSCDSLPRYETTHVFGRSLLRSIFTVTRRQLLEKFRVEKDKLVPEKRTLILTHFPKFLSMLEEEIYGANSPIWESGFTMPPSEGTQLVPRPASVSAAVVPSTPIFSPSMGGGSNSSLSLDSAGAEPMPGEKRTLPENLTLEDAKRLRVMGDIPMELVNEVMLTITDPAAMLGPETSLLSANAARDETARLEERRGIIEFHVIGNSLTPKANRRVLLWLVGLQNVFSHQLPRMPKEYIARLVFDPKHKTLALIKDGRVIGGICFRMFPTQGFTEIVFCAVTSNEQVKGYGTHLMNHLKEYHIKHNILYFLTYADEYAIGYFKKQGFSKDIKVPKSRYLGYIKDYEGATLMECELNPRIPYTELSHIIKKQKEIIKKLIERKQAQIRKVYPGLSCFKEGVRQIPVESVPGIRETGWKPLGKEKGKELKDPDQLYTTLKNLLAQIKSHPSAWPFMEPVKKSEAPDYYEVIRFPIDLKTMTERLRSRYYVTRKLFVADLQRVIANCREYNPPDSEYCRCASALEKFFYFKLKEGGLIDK
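Free CoA generated was detected with ThioGlo1 (50uM) fluorescence at Ex340nm/Em540nm, read immediately and after 20 min at room temperature. Enzyme, 20 nM in HEPES pH 7.5 buffer, saw compounds 15 min before adding 75uM H3(1-25) peptide and 70uM acetyl-CoA.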
Starred values were filed as active, the others as inactive; & = joins results of further samples. The call rests on the fitted dose curve; in most records, active means well fitted curve in the direction sought with a large enough effect; inconclusive means small, poorly fitted or top-dose-only effect, or another doubt; inactive means no such curve, though single readings can be large; an effect the other way counts as inactive or inconclusive. On the % scale 0 is the no-effect control and ±100 the full control effect; potency means the concentration at half of the fitted maximal effect. These rows are one share of the data (hit frequency here may not be typical).

`COC(=O)CNC(=O)C1CCC(CNS(=O)(=O)c2cccc3nsnc23)CC1` (stereo unspecified) gave FEN1 inh -13%, TDP1 cell CPT 4% and KAT2A inh -1%.
Screening CCCCC(=O)NC(=S)Nc1cccc(NC(=O)c2ccccc2)c1 returned FEN1 inh -8%, TDP1 cell CPT inconclusive and KAT2A inh 2%.
COC(=O)/C=C1\S/C(=N/NC(=O)c2ccc(OC)cc2)NC1=O was read as FEN1 inh 4%, TDP1 cell CPT inconclusive and KAT2A inh -6%.
COc1ccc(C2C(C#N)=C(C)NC(C)=C2C#N)c(OC)c1 was read as FEN1 inh -2%, TDP1 cell CPT 4% and KAT2A inh -9%.
For Cc1ccc(CNc2ncnc3cc(Cl)ccc23)o1 the results were FEN1 inh -17%, TDP1 cell CPT 10µM* and KAT2A inh 0%.
Screening COc1ccc(/C=N/NC(=O)C(=O)N2CCCCCC2)cc1O returned FEN1 inh 1%, TDP1 cell CPT 0% and KAT2A inh -6%.
`CCc1nonc1NC(=O)c1oc2ccc(Cl)cc2c1C` gave FEN1 inh -3%&15%, TDP1 cell CPT 1%&1% and KAT2A inh -5%&0%.
`CC(C)(C)c1ccccc1NC(=O)C1=COCCO1` gave FEN1 inh -1%, TDP1 cell CPT 20% and KAT2A inh 4%.
For O=C(C1CCN(Cc2cn[nH]c2-c2ccc(F)cc2F)CC1)N1CCOCC1 the results were FEN1 inh 3%, TDP1 cell CPT -2% and KAT2A inh 3%.
CSCCC(=O)N1CCC(n2nccc2NC(=O)c2ccc3c(c2)OCO3)CC1 was read as FEN1 inh 19%, TDP1 cell CPT -5% and KAT2A inh -4%.
`CC(=O)c1cc(C(=O)NC2CCCc3c2cnn3-c2cc(C)cc(C)c2)[nH]n1` (stereo unspecified) gave FEN1 inh 1%, TDP1 cell CPT -29% and KAT2A inh -4%.
Screening COC(=O)[C@H](Cc1ccccc1)NC(=O)NCCc1ccccc1F returned FEN1 inh -2%, TDP1 cell CPT 0% and KAT2A inh -6%.
Screening CC(=O)c1ccc(N2CCN(C(=O)C3CCN(S(=O)(=O)Cc4ccccc4)CC3)CC2)cc1 returned FEN1 inh -1%, TDP1 cell CPT -24% and KAT2A inh -9%.
For Cc1cnc(C(=O)OCC(=O)Nc2ccc(Oc3ccccc3)cc2)cn1 the results were FEN1 inh -11%, TDP1 cell CPT -2% and KAT2A inh -1%.
Screening COc1cc(Nc2nc(SCC#N)nc3ccccc23)cc(OC)c1OC returned FEN1 inh -15%, TDP1 cell CPT 4% and KAT2A inh 2%.
`CCN(CC)CCN(C(=O)c1ccc2c(c1)OCCO2)c1nc2cc3c(cc2s1)OCO3` gave FEN1 inh inconclusive, TDP1 cell CPT -25% and KAT2A inh -7%.
Screening Cc1csc(SCC(=O)Nc2ccc(Cl)cn2)n1 returned FEN1 inh 10%, TDP1 cell CPT 5% and KAT2A inh -6%.
For COc1ccc(CNC(=O)CN2C(=O)NC(C)(c3ccc(C(C)(C)C)cc3)C2=O)cc1 (stereo unspecified) the results were FEN1 inh -13%, TDP1 cell CPT inconclusive and KAT2A inh -4%.
Screening CC(C)Cc1ccc(C(C)CC2=CCC(CN(C)C)C2=O)cc1 (stereo unspecified) returned FEN1 inh -22% and TDP1 cell CPT 4.6µM*.
Screening COc1ccc(Cc2c(O)nc(SC)n(C(C)=O)c2=O)cc1 returned FEN1 inh 5%, TDP1 cell CPT -18% and KAT2A inh -10%.
`Cc1ccc(/C(N)=N/OC(=O)Cc2cccc3ccccc23)cc1` gave FEN1 inh 3%, TDP1 cell CPT -4% and KAT2A inh 1%.
`C[C@@H]1[C@H](c2ccccc2)OCCS(=O)(=O)N1Cc1ccccc1Br` gave FEN1 inh -25% and TDP1 cell CPT inconclusive.
For Cc1cccc(OCC(=O)Nc2nonc2NC(=O)COc2cccc(C)c2)c1 the results were FEN1 inh 6% and TDP1 cell CPT -8%.
CCOc1cc(C(=O)OCc2cc(=O)n3c(C)csc3n2)cc(OCC)c1OCC was read as FEN1 inh 20%, TDP1 cell CPT -11% and KAT2A inh -1%.
`Cc1cc(C)c(S(=O)(=O)c2ccccc2C)c(OCCN(C)C)n1` gave FEN1 inh -3%, TDP1 cell CPT 29% and KAT2A inh 2%.
`COc1ccc2ccc3c(c2c1)N=CC1(O3)N(C)c2ccccc2C1(C)C` (stereo unspecified) gave FEN1 inh inconclusive, TDP1 cell CPT inconclusive and KAT2A inh -29%.
`CCOc1ccccc1NC(=O)Cc1noc2ccc(C)cc12` gave FEN1 inh 2%, TDP1 cell CPT -12% and KAT2A inh -15%.
Screening COCCNC(=O)c1ccc(CS(=O)(=O)c2ccc(Cl)cc2)o1 returned FEN1 inh -8%, TDP1 cell CPT -4% and KAT2A inh 3%.
For O=[N+]([O-])c1ccc(N2CCN(c3ccc(F)cc3)CC2)nc1 the results were FEN1 inh -6%, TDP1 cell CPT inconclusive and KAT2A inh -11%.
`O=C(CN1CCN(c2ccc(Cl)cc2)CC1)c1ccccc1` gave FEN1 inh -1%, TDP1 cell CPT -27% and KAT2A inh -4%.
Screening CCN(CC)S(=O)(=O)c1ccc(N2CCCC2)c(NS(=O)(=O)c2cccs2)c1 returned FEN1 inh -19%, TDP1 cell CPT inconclusive and KAT2A inh -11%.
Cc1ccc(S(=O)(=O)NCCCN2CCOCC2)c(C)c1 was read as FEN1 inh 7%, TDP1 cell CPT -7% and KAT2A inh 1%.
For Cc1ccc(/C=N/Nc2ccc(Cl)nn2)cc1 the results were FEN1 inh -8%, TDP1 cell CPT -23% and KAT2A inh -5%.
CCOc1cc2sc(N3CCC(C(=O)Nc4ccccc4C(=O)OC)CC3)nc2cc1Br was read as FEN1 inh 7%, TDP1 cell CPT -20% and KAT2A inh -3%.
`CCOC(=O)N1CCN(C(=O)C(=O)Nc2sc3c(c2C(=O)O)CC(C)(C)OC3)CC1` gave FEN1 inh 3%, TDP1 cell CPT inconclusive and KAT2A inh -1%.
`COc1ccc(OC)c(NC(=O)CSC2=Nc3ccccc3C3=NC(CC(=O)NCc4ccco4)C(=O)N23)c1` (stereo unspecified) gave FEN1 inh -5%, TDP1 cell CPT inconclusive and KAT2A inh -11%.
`O=C(NCCCN1CCCCC1)c1ccc2c(c1)sc1nc(-c3ccc(F)cc3)cn12` gave FEN1 inh 11%, TDP1 cell CPT 4.1µM* and KAT2A inh -2%.
`Cc1ccc(N(Cc2cc(=O)[nH]c3ccccc23)C(=O)CCl)c(C)c1` gave FEN1 inh -4%, TDP1 cell CPT 15µM* and KAT2A inh -1%.
For COc1cc(CNCCO)cc(Br)c1OCc1ccccc1Cl the results were FEN1 inh -3%, TDP1 cell CPT 23µM* and KAT2A inh -12%.
For Cc1ccccc1Cn1c(=O)n(CCCC(=O)NCc2ccco2)c(=O)c2ccccc21 the results were FEN1 inh 0%, TDP1 cell CPT inconclusive and KAT2A inh 1%.
For CC(=O)N1CCN(C2=NC(=O)C(=C3CCCCC3)S2)CC1 the results were FEN1 inh -2%, TDP1 cell CPT -2% and KAT2A inh 0%.
For O=c1[nH]c(SCc2ccccc2)nc2ccsc12 the results were FEN1 inh 3%, TDP1 cell CPT -4% and KAT2A inh -1%.
For C=CCOc1ccccc1CN1CCC(C(=O)Nc2cccc(-c3ccn[nH]3)c2)CC1 the results were FEN1 inh 16%, TDP1 cell CPT inconclusive and KAT2A inh -8%.
CCCc1nc2ccccc2c(=O)n1/N=C/c1ccccc1O was read as FEN1 inh 2%, TDP1 cell CPT inconclusive and KAT2A inh -5%.
`CNc1c([N+](=O)[O-])cnn1-c1ccc(Cl)cc1Cl` gave FEN1 inh -14%, TDP1 cell CPT inconclusive and KAT2A inh -1%.

Next section (4 carried over from the part before).
For O=c1[nH]c(SCc2ccccc2)nc2ccsc12 the results were FEN1 inh 3%, TDP1 cell CPT -4% and KAT2A inh -1%.
For C=CCOc1ccccc1CN1CCC(C(=O)Nc2cccc(-c3ccn[nH]3)c2)CC1 the results were FEN1 inh 16%, TDP1 cell CPT inconclusive and KAT2A inh -8%.
CCCc1nc2ccccc2c(=O)n1/N=C/c1ccccc1O was read as FEN1 inh 2%, TDP1 cell CPT inconclusive and KAT2A inh -5%.
`CNc1c([N+](=O)[O-])cnn1-c1ccc(Cl)cc1Cl` gave FEN1 inh -14%, TDP1 cell CPT inconclusive and KAT2A inh -1%.
`COc1cc2c(cc1OC)C(C)N(C(=O)c1cc(Cl)nc(Cl)c1)CC2` (stereo unspecified) gave FEN1 inh 14%, TDP1 cell CPT 7.3µM* and KAT2A inh 1%.
Screening O=C(Nc1ncccc1O)c1cccc(S(=O)(=O)N2CCCc3ccccc32)c1 returned FEN1 inh 0%, TDP1 cell CPT -15% and KAT2A inh -1%.
COC(C(=O)Nc1ccnn1C1CCN(Cc2ccc(C)o2)CC1)c1ccccc1 (stereo unspecified) was read as FEN1 inh 1%, TDP1 cell CPT -1% and KAT2A inh -4%.
Screening COc1ccc(S(=O)(=O)N2CCOCC2)cc1NC(=O)c1ccc(S(=O)(=O)N2CCCCC2)cc1 returned FEN1 inh -9% and TDP1 cell CPT 12µM*.
Screening CCN(CC)c1ccc2nc3ccccc3[n+](CC)c2c1 returned FEN1 inh inconclusive, TDP1 cell CPT 5.2µM* and KAT2A inh -24%.
For COc1ccc(Cl)c2sc(N3CCN(C(=O)C4=COCCO4)CC3)nc12 the results were FEN1 inh -5%, TDP1 cell CPT inconclusive and KAT2A inh -4%.
For COc1ccccc1CC(=O)N1CCN(c2ccc([N+](=O)[O-])cc2)CC1 the results were FEN1 inh -7%, TDP1 cell CPT 15µM* and KAT2A inh -16%.
Screening CN(C)CC/C=C1\c2ccc(F)cc2Sc2cc(F)c(Cl)cc21 returned FEN1 inh -1% and TDP1 cell CPT inconclusive.
O=C(Nc1ccc([N+](=O)[O-])cc1)C1(c2ccccc2)CCOCC1 was read as FEN1 inh 2%, TDP1 cell CPT -27% and KAT2A inh -2%.
Screening Cc1ccc(N2C(=O)Nc3ccccc3S2(=O)=O)cc1Cl returned FEN1 inh 5%, TDP1 cell CPT -16% and KAT2A inh -6%.
COc1ccc(NC(=O)NCCN2CCCCC2)cc1 was read as FEN1 inh -10%, TDP1 cell CPT 7% and KAT2A inh -8%.
Cc1cc(=O)[nH]c(SCC(=O)N2CCCC2)n1 was read as FEN1 inh 3%, TDP1 cell CPT 1% and KAT2A inh 1%.
COc1ccc(NC(=O)CC2C(=O)N(c3ccc(F)cc3)C(=O)N2Cc2ccco2)cc1 (stereo unspecified) was read as FEN1 inh -6%, TDP1 cell CPT inconclusive and KAT2A inh 1%.
Screening CCOC(=O)C1C(=O)CC(C)(O)C(C(=O)OCC)C1c1cccc(OC(F)(F)C(F)F)c1 (stereo unspecified) returned FEN1 inh -5%, TDP1 cell CPT -3% and KAT2A inh -5%.
`CC(=O)Nc1cc(NC(C)=O)c(N=Nc2ccccc2)cc1C` gave FEN1 inh -12%, TDP1 cell CPT -1% and KAT2A inh -13%.

Some of these compounds in order of length of the SMILES, lowest first.
`CNc1c([N+](=O)[O-])cnn1-c1ccc(Cl)cc1Cl` gave FEN1 inh -14%, TDP1 cell CPT inconclusive and KAT2A inh -1%.
COC(C(=O)Nc1ccnn1C1CCN(Cc2ccc(C)o2)CC1)c1ccccc1 (stereo unspecified) was read as FEN1 inh 1%, TDP1 cell CPT -1% and KAT2A inh -4%.
`CCOC(=O)N1CCN(C(=O)C(=O)Nc2sc3c(c2C(=O)O)CC(C)(C)OC3)CC1` gave FEN1 inh 3%, TDP1 cell CPT inconclusive and KAT2A inh -1%.

2 compounds picked at random from those above:
Screening COC(=O)[C@H](Cc1ccccc1)NC(=O)NCCc1ccccc1F returned FEN1 inh -2%, TDP1 cell CPT 0% and KAT2A inh -6%.
For CC(=O)N1CCN(C2=NC(=O)C(=C3CCCCC3)S2)CC1 the results were FEN1 inh -2%, TDP1 cell CPT -2% and KAT2A inh 0%.

Other records follow:
Screening Cc1c(C(=O)N(C)C)sc2c1c(=O)n(-c1ccc(Cl)c(Cl)c1)c(=O)n2Cc1ccc(F)cc1 returned FEN1 inh 0%, TDP1 cell CPT inconclusive and KAT2A inh -2%.
For COc1ccc2c(CC(=O)Nc3ccc(C)cc3)coc2c1 the results were FEN1 inh 1%, TDP1 cell CPT inconclusive and KAT2A inh -6%.
`CCN(C(=O)COC(=O)c1cc2ccccc2cc1O)C1CCS(=O)(=O)C1` (stereo unspecified) gave FEN1 inh 5%, TDP1 cell CPT -6% and KAT2A inh 1%.
Screening COc1ccccc1CN(C)C(=O)c1cc2ccccc2o1 returned FEN1 inh 9%, TDP1 cell CPT inconclusive and KAT2A inh -3%.
